Bioassay records: PubChem BioAssay, several laboratories
Dynein cargo inh – dynein cargo transport inhibition; z-score, hits read low; 220,000 tested, 0.47% active; 3617.4 mouse cells, GR-EGFP nuclear translocation imaging; test concentration mostly 20 µM; stimulated with dexamethasone, 1 µM; active compounds read low;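 active = plate z-score of nuclear minus cytoplasmic receptor signal below a set negative limit, without overly bright fluorescence or cell loss, cut at about -3.5 in these data, passing the limit was not always enough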;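 note: z-score of nuclear minus cytoplasmic ring GR-EGFP intensity difference per well; some compounds called inactive have numbers as strong as hits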
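medium = tetracycline-free induction medium containing charcoal-stripped FBS | also added = 1.0 µM final dexamethasone stimulus | schedule = 48 h induction, 1 h compound, 30 min dex at 37 °C | technique = fixed, Hoechst-stained cells imaged at 10x for EGFP | measure = GR-EGFP nuclear translocation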
AID2073 – disruptors of CaV2.2 binding to Mint1 – biochemical, HTRF (AID 2073); HTRF protein-protein interaction, Mint1-CaV2.2; higher % means a stronger effect; inhibition, % at 20 µM; hits with a dose series show IC50 in µM; 290,000 tested, 0.19% active; in the data active = inhibition mostly above about 51%, no sharp cut-off; inconclusive = no clear call, values can overlap the other calls; inactive = mostly below about 53%; note: some results filed as inactive read as strong as hits
GPR55 activation – GPR55 agonists via beta-arrestin recruitment, primary screen, imaging, U2OS cells, beta-arrestin-GFP redistribution (AID 1961). U2OS GPR55 beta-arrestin-GFP redistribution imaging; higher % means a stronger effect. activation, % at 10 µM, or EC50 in µM where a hit was titrated. 290,000 tested, 0.048% active;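 active = activation above 40% with more than 50 cells counted in the well; inconclusive = wells holding fewer than 50 cells, flagged as toxic or sparse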;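 note: U2OS osteosarcoma cells stably expressing GPR55 and beta-arrestin-GFP; plate controls were DMSO negative control for no effect and LPI positive control for full effect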
M1AAP inhibition – P. falciparum M1AAP inhibitors, biochemical, fluorogenic H-Leu-NHMec substrate, 1536-well (AID 1445); recombinant M1AAP, H-Leu-NHMec fluorogenic kinetic assay; higher % means a stronger effect; one-dose inhibition, % at 30 µM; IC50 in µM for titrated hits; 220,000 tested, 0.42% active;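 active = primary inhibition above the hit cutoff, then over 50% inhibition at one or more dose response concentrations, cut at about 23% in these data, passing the limit was not always enough; inconclusive = conflicting primary data, or primary hits not chosen for dose response; inactive = low primary inhibition, or under 50% at every dose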;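 note: plate controls were DMSO full reaction for no effect and no enzyme background for full effect; strong numbers were not always called active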
HEK293 NOD2/NF-kB – inhibition of NOD2-driven NF-kB reporter – cell-based, luminescence, uHTS, HEK293 (AID 1566); HEK293 NOD2/NF-kB luciferase reporter, luminescence; higher % means a stronger effect; one-dose inhibition, % at 4 µM; EC50 in µM for titrated hits; 290,000 tested, 0.63% active; note: many of its hits are not listed in these tables
NOD1 NF-kB reporter – NOD1 signaling inhibitors, primary screen, cell-based, luminescence, uHTS (AID 1578) | 290,000 tested, 1% active | inhibition, % at 4 µM, or EC50 in µM where a hit was titrated | NOD1-driven NF-kB luciferase reporter cells, luminescence; higher % means a stronger effect; in the data active = inhibition mostly above about 36%, no sharp cut-off; inactive = mostly below about 34%;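 note: HEK-293T reporter cells stimulated with the NOD1 agonist gamma-tri-DAP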
P. falciparum M17LAP – P. falciparum M17LAP inhibitors, primary screen, biochemical, fluorogenic H-Leu-NHMec substrate, 1536-well (AID 1619). one-dose inhibition, % at 30 µM; IC50 in µM for titrated hits. recombinant M17LAP, H-Leu-NHMec fluorogenic kinetic assay; higher % means a stronger effect. 220,000 tested, 0.38% active;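 active = compound inhibiting the enzyme by more than half at any dose during confirmatory dose-response retesting; inconclusive = strong single-dose inhibitors picked by rank but not retested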;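 note: plate controls were full reaction with DMSO carrier for no effect and no enzyme background for full effect; strong numbers were not always called active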
KOR beta-arrestin-1 – kappa opioid receptor activators – cell-based, luminescence, uHTS, primary screen (AID 1777); KOR beta-arrestin recruitment, luminescence; higher % means a stronger effect; activation, % at 10 µM; hits with a dose series show EC50 in µM; 280,000 tested, 0.02% active; in the data active = activation above about 50%, passing the limit was not always enough; note: a part of the inactive calls stands beside numbers as strong as those of hits
KOR beta-arrestin-2 – KOR antagonists, beta-arrestin recruitment, cell-based, luminescence, uHTS (AID 1778); KOR beta-arrestin recruitment, luminescence, antagonist mode; higher % means a stronger effect; one-dose inhibition, % at 10 µM; IC50 in µM for titrated hits; 290,000 tested, 0.091% active; note: strong numbers were not always called active
Dynein cargo inh cytoplasmic EGFP – recorded beside Dynein cargo inh, whose call it bears; z-score; measured here: cytoplasmic GR-EGFP intensity; active compounds read high
Dynein cargo inh nuclear GR-EGFP – recorded beside Dynein cargo inh, whose call it bears; z-score; measured here: nuclear GR-EGFP intensity;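 lower value marks the stronger effect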
Dynein cargo inh cell count – recorded beside Dynein cargo inh, whose call it bears; z-score; measured here: cell count per field
Active calls of the source: *; ? = inconclusive; / = no result given; [ ] = dose if it differs, or a comment. Cut-off read from the data, not from the text of the source, unless noted: active = inhibition above about 50%; inactive = the rest. Some of the compounds tested, so the mix of outcomes need not match the whole.

SMILES | Dynein cargo inh | Dynein cargo inh cytoplasmic EGFP | Dynein cargo inh nuclear GR-EGFP | Dynein cargo inh cell count | AID2073 | GPR55 activation | M1AAP inhibition | HEK293 NOD2/NF-kB | NOD1 NF-kB reporter | P. falciparum M17LAP | KOR beta-arrestin-1 | KOR beta-arrestin-2
COc1ccc(C(=O)n2cnc(N)n2)cc1 | 0.063 | -0.33 | 0.11 | 0.48 | 49% | 0.9% | 0% | 11% | -5% | -2% | 2.3% | 5%
Cc1ccc(NC(=O)Cn2nc(C)c([N+](=O)[O-])c2C)cc1Cl | -0.78 | 0.14 | 0.27 | 0.56 | -5% | -0.1% | -1% | 9% | -32% | 1% | -6.9% | 34%
O=C(CN1CCC(NC(=O)c2ccco2)CC1)Nc1ccccc1C(F)(F)F | / | / | / | / | 14% | -0.1% | / | -2% | 0% | / | 1.2% | -29%
COc1cc(NC(=O)C2=C(N3CCOCC3)/C(=C\c3ccc(Cl)cc3Cl)CC2)cc(OC)c1OC | -0.057 | -0.056 | -0.38 | 0.5 | 13% | -0.2% | 5% | 19% | -11% | 9% | 4.8% | -17%
CN(C)S(=O)(=O)c1ccc(Cl)c(C(=O)Nc2cccc3ncccc23)c1 | / | / | / | / | 37% | -0.2% | / | -8% | 11% | / | 3.1% | -20%
COc1ccc(-c2cc(C(F)(F)F)n3nc(C(=O)Nc4c(C)n(C)n(-c5ccccc5)c4=O)c(Cl)c3n2)cc1 | -0.47 | -0.13 | 0.17 | 0.067 | 10% | 0.5% | -2% | 13% | -25% | -5% | -2.7% | -10%
CO/N=C\CC(=O)Nc1ccc(Cl)c(Cl)c1 | -0.76 | -0.25 | -0.19 | 0.17 | -6% | 0.3% | 2% | -40% | -16% | 2% | 3.8% | -139%[20 µM]
Fc1cccc(Cl)c1Cn1nnc2c(NCc3ccccn3)ncnc21 | -0.65 | -0.23 | -0.98 | 0.15 | 3% | -0.2% | -1% | 17% | -16% | 7% | 0.7% | -5%
COc1ccc(CSc2nc3ccccc3[nH]2)cc1 | -0.45 | -0.22 | 0.27 | 1.3 | -19% | 0.3% | 6% | -168% | 16% | 9% | -0.4% | -7%
O=C(NNS(=O)(=O)c1ccc(Cl)cc1)c1cccs1 | -0.14 | -0.31 | 0.15 | 0.33 | 1% | -0.1% | 13% | -5% | -25% | 8% | / | -24%[20 µM]
Cc1cc(/C=N/NC(N)=S)c(C)n1-c1ccc(Cl)cc1 | -0.54 | -0.25 | -0.66 | 1 | 6% | 0.0% | 9% | -37% | 61% | 5% | -0.7% | -6%
C=CCn1c(C)c(C(C)=O)cc(NC(=O)c2ccccc2)c1=O | 0.67 | -0.28 | 0.59 | -0.79 | 2% | 0.1% | -1% | 13% | -17% | 2% | -5.1% | -6%
CCN1C(=O)c2cccc3c(Cl)ccc1c23 | / | / | / | / | 19% | -0.3% | / | 24% | 13% | / | 0.2% | -70%[20 µM]
COc1ccc(NC(=O)c2cccc(S(=O)(=O)N(C)c3ccccc3)c2)cn1 | 0.68 | -0.2 | 0.23 | -1.1 | -3% | 0.0% | -1% | 16% | -13% | -8% | 0.6% | -30%
CCCCc1ccc(-n2c(Cc3cccs3)n[nH]c2=S)cc1 | -0.63 | -0.13 | -0.39 | -0.088 | -2% | -0.3% | -9% | -10% | -11% | -4% | 1.1% | 13%
COc1ccccc1NC(=O)CCc1nnc2ccc(N3CCN(C)CC3)nn12 | / | / | / | / | -13% | -0.1% | / | 14% | -20% | / | -3.9% | -29%
Oc1cccc(C2c3[nH]c4ccccc4c3CCN2Cc2ccoc2)c1 (centres undefined) | -0.073 | -0.21 | 0.061 | 0.34 | 21% | -0.1% | 7% | 6% | -33% | -13% | / | -21%[20 µM]
CCOC(=O)Cc1csc(SCC(=O)c2c(N)n(CC(C)C)c(=O)n(C)c2=O)n1 | -0.15 | -0.018 | -0.053 | 0.025 | 0% | 0.7% | 13% | 42% | 39% | -3% | 1.9% | -1%
COC(=O)Cc1ccc(NC(=S)N2CCN(c3ccccn3)CC2)cc1 | / | / | / | / | -1% | 0.3% | / | 8% | 4% | / | 7.4% | -58%[20 µM]
O=C(NC1CCc2ccccc21)c1cc(COc2cncc(Cl)c2)on1 (centres undefined) | / | / | / | / | 5% | 0.3% | / | 19% | 15% | / | -9.1% | 11%
CCc1ccccc1N(C(=O)c1snc(C(N)=O)c1N)C(C(=O)NCC1CCCO1)c1ccc(OC)c(OC)c1 (centres undefined) | / | / | / | / | 7% | 0.2% | / | 15% | -15% | / | 2.9% | -52%
CS(=O)(=O)N(CC(=O)Nc1ccc2c(c1)OCO2)c1ccccc1 | 2.8 | -0.23 | 1.9 | -1.4 | 4% | -0.2% | 2% | -9% | -13% | 2% | -1.1% | 7%
CSCCC(=O)N1CC[C@@H](N2CCN(c3ccccc3F)CC2)[C@H](O)C1 | / | / | / | / | 10% | 0.0% | / | 10% | 1% | / | / | -10%[20 µM]
Cc1cc(C)nc(NC2=NCCN2C(=S)Nc2ccc(C)c(C)c2)n1 | -0.55 | -0.27 | -0.33 | 0.93 | -4% | 0.1% | 4% | -52% | -16% | -1% | -1.9% | -22%
Cc1ccc(S(=O)(=O)NCC2CCC(C(=O)NC3CCCCC3)CC2)cc1 (centres undefined) | / | / | / | / | 20% | 0.2% | / | 15% | 6% | / | 3.3% | 13%
Cc1noc(C)c1C(=O)N1CCCC1 | 1 | -0.17 | 0.21 | -0.49 | ? | -0.1% | 1% | 14% | 19% | 11% | -8.0% | -3%
CSC(SC)=C(C#N)C(=O)c1ccccc1 | -4.8* | 1.4* | -2.2* | 1.6* | 21% | 0.2% | 11% | -82% | -16% | 11% | -0.8% | 22%
Cc1cc(NC(=O)CC(CN(C)S(=O)(=O)c2ccccc2)c2ccccc2)no1 (centres undefined) | 0.88 | -0.19 | 0.56 | -0.14 | 4% | -0.1% | -2% | 8% | -2% | 6% | -3.0% | -1%
COc1ccc(N2C(=O)CSC(c3ccccc3)C2=O)cc1 (centres undefined) | -0.64 | -0.28 | -0.13 | 0.88 | -3% | 0.3% | 0% | 19% | 11% | 1% | 0.5% | -56%[20 µM]
CN(C)S(=O)(=O)c1ccc(Cl)c(-c2nnc3n2CCCCC3)c1 | 0.024 | -0.12 | -0.041 | 0.45 | 0% | -0.2% | -2% | 12% | -29% | -2% | -3.2% | 4%
COCCn1c(=NC(=O)CCS(=O)(=O)c2ccccc2)sc2cc(C)ccc21 | / | / | / | / | 10% | 0.0% | / | 4% | -27% | / | 5.1% | 12%
CCc1nc(C)ccc1OCC(=O)N1CCc2c([nH]c3ccccc23)C1c1ccccn1 (centres undefined) | 0.44 | -0.2 | -0.077 | 0.54 | 8% | 0.6% | 2% | 8% | -27% | 11% | / | -34%[20 µM]
CC(NCC(O)COc1ccc(Br)cc1)c1ccccc1 (centres undefined) | / | / | / | / | 11% | 0.2% | / | 12% | -13% | / | 1.3% | -15%
Cc1ccc(S(=O)(=O)N2CCCC2C(=O)OCc2ccco2)cc1 (centres undefined) | -1.2 | -0.2 | -0.6 | 0.52 | 0% | -0.1% | 6% | 24% | 5% | -25% | 4.2% | -46%
CN1C(=O)c2ccccc2C(C(=O)NCCCN2CCCC2)C1c1c[nH]c2ccccc12 (centres undefined) | -1.1 | 0.0091 | -0.28 | 0.76 | 1% | -0.2% | 2% | -7% | -2% | 8% | -3.9% | 0%
CCC(=O)Nc1cc(-c2nnc(OC)c3ccccc23)ccc1N1CCOCC1 | -0.88 | 0.46 | -0.43 | 0.043 | 7% | -0.2% | 10% | 8% | 11% | 11% | 3.4% | 14%
C=CCn1c(=O)c(C(=O)NCCc2ccc(Cl)cc2)c(O)c2cc(OC)c(OC)cc21 | / | / | / | / | ? | 0.3% | / | 1% | -23% | / | 23% | -32%
CC(C)n1cnc2c(N(C)c3cccc(Cl)c3)nc(N(CCO)CCO)nc21 | -0.14 | -0.83 | -0.025 | 0.19 | 3% | -0.1% | 5% | 22% | -2% | 10% | 3.5% | 6%
CN1CCN(C(=S)NC(=O)c2ccco2)CC1 | 0.34 | -0.2 | 0.21 | 0.46 | -1% | 0.0% | 3% | 13% | -2% | 10% | / | 20%[20 µM]
COc1ccc(Nc2c3c(nc4ccccc24)CCC3)c(OC)c1 | / | / | / | / | -1% | 0.0% | / | -4% | -12% | / | -2.2% | -19%
O=S1(=O)CCOC[C@H](c2ccccc2)N1Cc1cccc(Cl)c1 | / | / | / | / | 9% | -0.2% | / | 20% | -17% | / | -4.3% | -26%[20 µM]
O=C(CCCCn1c(=O)c2ccccc2n(Cc2ccccc2F)c1=O)NC1CCN(Cc2ccccc2)CC1 | 0.56 | -0.33 | -0.14 | -0.78 | -6% | 1.3% | -2% | 7% | -25% | 5% | 5.9% | -25%
CCCn1nnc(NC(=O)c2cccnc2Cl)n1 | 0.64 | -0.14 | 0.29 | 0.4 | 1% | -0.3% | 6% | 8% | -31% | -6% | -5.3% | 1%
CCOC(=O)C1(CC/C(C)=N\NC(N)=O)CC(C)(C)OC1=O (centres undefined) | -0.89 | -0.22 | -0.82 | 0.93 | 4% | 0.1% | -3% | 15% | -3% | -7% | 1.6% | 41%
Cc1cccc(Nc2nnc(SCC(=O)NCc3cccs3)s2)c1C | 0.65 | -0.2 | 0.94 | -1.6 | -4% | -0.3% | 0% | 12% | -6% | 17% | 11% | -2%
COc1cccc(C(=O)OCCCOC(=O)c2cccc(OC)c2OC)c1OC | / | / | / | / | -12% | -0.1% | / | 19% | -26% | / | 3.1% | -19%

Reformatted comma-delimited: entries from further up
canonical_smiles,Dynein cargo inh,Dynein cargo inh cytoplasmic EGFP,Dynein cargo inh nuclear GR-EGFP,Dynein cargo inh cell count,AID2073,GPR55 activation,M1AAP inhibition,HEK293 NOD2/NF-kB,NOD1 NF-kB reporter,P. falciparum M17LAP,KOR beta-arrestin-1,KOR beta-arrestin-2
Cc1cccc(Nc2nnc(SCC(=O)NCc3cccs3)s2)c1C,0.65,-0.2,0.94,-1.6,-4%,-0.3%,0%,12%,-6%,17%,11%,-2%
COc1cccc(C(=O)OCCCOC(=O)c2cccc(OC)c2OC)c1OC,/,/,/,/,-12%,-0.1%,/,19%,-26%,/,3.1%,-19%
